Source: PubChem
HGIII-sPLA2 inh – Inhibits HGIII-sPLA2 liposome hydrolysis, primary screen | QFRET BODIPY PC-A2 liposome hydrolysis, fluorescence | actives 0.56% (n = 370,000) | inhibition, % at 12.2 µM;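 active means inhibition above mean plus 3 SD of compounds lying within the high and low control bounds, cut at about 19% in these data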;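 further: 0% = median of test compound wells and 100% = no enzyme DMSO wells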
hgDAF12 agonist – activates the H. glycines DAF-12 receptor ligand-binding domain. HEK293 GAL4-hgDAF12 UAS-luciferase reporter, agonist luminescence; normalized to butyrate control. activation, % at 6.8 µM. actives 1.8% (n = 370,000);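 active means activation above a cutoff set at the mean of all screened compounds plus 3 SD, cut at about 10% in these data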;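 further: 0% = DMSO wells and 100% = sodium butyrate wells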
hcDAF12 agonist – activators of H. contortus DAF-12 nuclear receptor; actives 1.4% (n = 370,000); HEK293 hcDAF-12 lit1-tk-luc reporter, luminescence; 0% DMSO, 100% Δ7-dafachronic acid; activation, % at 6.8 µM; AID 652067;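 active means activation above the mean of all tested compounds plus 3 SD, cut at about 5.5% in these data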;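 further: 100% = response to 3 µM Δ7-dafachronic acid high control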
NPR2 activator – GC-B (human) receptor activation. P20594. HEK293-GC-B cells, CNP EC30, cGMP TR-FRET; 0% at EC30 CNP, 100% saturating CNP. activation, % at 10 µM. actives 0.11% (n = 370,000). AID 1920062;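 active means activation at 10 µM reaching about 35% in either raw or pattern-adjusted values, limit read from the data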
ADAM10 inh – ADAM10 inhibition, QFRET primary screen. O14672. recombinant ADAM10, EDANS/DABCYL FRET peptide cleavage, 3 h. inhibition, % at 7 µM. actives 0.62% (n = 370,000);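 active means inhibition above a per-campaign cutoff equal to the mean of compounds falling between control-based bounds plus 3 SD, cut at about 20% in these data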;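 further: 0% = DMSO wells while the 100% control is not disclosed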
FXN GAA850 act – activators of GAA850 frataxin (FXN) promoter; HEK293 lucGAA850 FXN promoter luciferase reporter, 24 h; percent of 10 µM SAHA response; activation, % at 6 µM; actives 0.56% (n = 360,000); AID 540364;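 active means activation above the average of all compounds screened plus 3 SD, cutoff fixed separately per campaign, cut at about 7.5% in these data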;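 further: 0% = DMSO wells and 100% = 10 µM SAHA wells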
DAX1 inh-1 – blocks DAX1 repression of SF-1 activated StAR promoter; AID 652010; HEK293T StAR-luciferase reporter, SF-1/DAX-1 repression relief; actives 1.1% (n = 370,000); inhibition, % at 6.8 µM;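 active means inhibition above the mean over all tested compounds plus 3 SD, cut at about 3.6% in these data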;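 further: 0% = DAX-1 cells with DMSO and 100% = cells lacking DAX-1 with DMSO; higher inhibition means more luminescence from relief of DAX-1 repression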
NPR1 activator – GC-A (human) enzyme activation | P16066 | HEK293 GC-A cells, cGMP TR-FRET, EC30 ANP; 0% at EC30 ANP, 100% saturating ANP | activation, % at 10 µM | actives 0.14% (n = 370,000); in the data active means activation above about 40%
Target sequence (P16066 whole entry, looked up): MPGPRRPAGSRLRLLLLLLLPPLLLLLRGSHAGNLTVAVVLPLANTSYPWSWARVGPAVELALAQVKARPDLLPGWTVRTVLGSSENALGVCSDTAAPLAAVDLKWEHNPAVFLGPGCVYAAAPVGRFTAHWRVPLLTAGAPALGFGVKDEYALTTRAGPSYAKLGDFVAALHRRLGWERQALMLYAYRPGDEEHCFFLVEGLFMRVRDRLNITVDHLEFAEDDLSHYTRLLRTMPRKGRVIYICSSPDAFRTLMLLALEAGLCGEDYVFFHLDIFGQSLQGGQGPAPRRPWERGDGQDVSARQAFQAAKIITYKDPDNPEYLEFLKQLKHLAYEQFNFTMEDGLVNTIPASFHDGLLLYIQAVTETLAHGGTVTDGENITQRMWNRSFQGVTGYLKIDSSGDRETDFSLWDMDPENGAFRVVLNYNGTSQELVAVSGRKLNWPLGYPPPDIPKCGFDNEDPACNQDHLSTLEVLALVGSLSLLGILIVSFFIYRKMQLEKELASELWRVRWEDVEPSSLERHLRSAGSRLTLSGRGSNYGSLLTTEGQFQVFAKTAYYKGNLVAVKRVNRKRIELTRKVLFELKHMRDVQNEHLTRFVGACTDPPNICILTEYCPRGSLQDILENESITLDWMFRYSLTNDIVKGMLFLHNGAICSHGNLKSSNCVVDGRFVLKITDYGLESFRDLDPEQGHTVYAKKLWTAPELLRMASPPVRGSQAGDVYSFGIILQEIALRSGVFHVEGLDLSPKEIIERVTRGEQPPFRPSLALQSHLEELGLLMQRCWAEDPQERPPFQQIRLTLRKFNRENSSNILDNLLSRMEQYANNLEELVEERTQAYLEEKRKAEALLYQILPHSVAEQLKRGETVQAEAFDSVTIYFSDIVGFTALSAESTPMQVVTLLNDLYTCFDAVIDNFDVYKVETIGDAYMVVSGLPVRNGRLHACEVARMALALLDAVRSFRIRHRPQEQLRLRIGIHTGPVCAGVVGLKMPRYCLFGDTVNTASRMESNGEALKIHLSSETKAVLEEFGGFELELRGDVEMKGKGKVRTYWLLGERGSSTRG
DAX1 inh-2 – inhibitors of human orphan nuclear receptor DAX1 (NR0B1); P51843; HEK293 Gal4-DAX1 luciferase reporter, luminescence; inhibition, % at 6.75 µM; actives 0.99% (n = 340,000); AID 504766;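 active means inhibition above the mean over all tested compounds plus 3 SD, cut at about 4.2% in these data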;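 further: 0% = DAX1-transfected cells with DMSO and 100% = empty-vector control cells with DMSO; inhibition shows as a rise in luminescence from relieved DAX1 repression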
ssDAF12 agonist – activators of S. stercoralis DAF-12 nuclear receptor; actives 1% (n = 370,000); activation, % at 6.8 µM; HEK293 ssDAF-12/GRIP1 lit1-tk-luc reporter, luminescence; % of 3 µM dafachronic acid response;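 active means activation above the mean over all tested compounds plus 3 SD, cut at about 0.9% in these data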;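 further: 0% = DMSO-only wells and 100% = 3 µM delta7-dafachronic acid wells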
SMARCA2 activ – activators of SMARCA2 function; MG213 cells, MMTV-luciferase reporter, dexamethasone, overnight; activation, % at 9.1 µM; actives 1% (n = 370,000); in the data active means activation above about 7.8%;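 further: 0% = vehicle wells and 100% = reference activator wells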
* hit, by the source's call; nt = no result given.

item	canonical_smiles	HGIII-sPLA2 inh	hgDAF12 agonist	hcDAF12 agonist	NPR2 activator	ADAM10 inh	FXN GAA850 act	DAX1 inh-1	NPR1 activator	DAX1 inh-2	ssDAF12 agonist	SMARCA2 activ
1	CC(C)Cn1c(-c2ccco2)csc1=Nc1cccnc1	-8	-0.9	2.4	2	-2	0.3	-0.3	1	0.3	-0.9	-1
2	Cc1cccc(-n2nc([N+](=O)[O-])c(=NC3CCN(Cc4ccccc4)CC3)n2O)c1	0	-2.3	-1.5	-6	-3	0.6	-0.8	-1	1.1	-1.5	3
3	O=C(CSc1nnc(-c2ccccc2F)n1C1CC1)NC(=O)c1cccc([N+](=O)[O-])c1	-7	-2.3	1.9	-1	7	0.2	0.3	-2	-0.2	-1.3	2
4	CC(NC(=S)NC1CCCCC1)c1ccc(C(C)(C)C)cc1 (centres undefined)	13	-0.9	-0.6	-2	-8	-3.9	-0.8	-3	-0.8	-1.1	-4
5	CCOc1ccc(-n2ccnc2SCC(=O)Nc2cc(C)on2)cc1	-5	4.4	-0.1	-3	4	-0.1	-1.0	-1	-1.1	-1.2	-1
6	CCCCn1c(/N=C/c2ccccc2NS(=O)(=O)c2ccc(C)cc2)nc2ccccc21	2	-6.2	-2.8	-1	-13	2.0	0.0	-2	-3.2	-1.1	-3
7	Cc1ccccc1OCC(=O)NCCNC(=O)c1cccnc1	6	0.7	-0.2	3	4	2.5	0.0	-1	-1.8	-1.2	0
8	CC(C)NC(=O)c1ccc(N(Cc2ccccc2)S(C)(=O)=O)cc1	-2	0.2	0.7	-1	4	3.7	-0.6	3	0.4	-1.2	-2
9	COc1ccccc1N=Nc1c(C)noc1C	0	0.9	-0.7	-3	0	0.0	0.3	-2	1.1	-0.9	-5
10	c1cnc(SCC2CCCCC2)c(-c2nc3ccccc3[nH]2)c1	-5	0.4	-0.5	-8	-9	nt	-0.4	2	nt	-1.2	5
11	CN1C(=O)[C@H]2[C@@H](/C=C/c3ccccc3)N3C(=O)CN(Cc4ccc(-c5ccccc5)cc4)C(=O)[C@@]3(C)[C@H]2C1=O	-26	2.8	0.0	-5	3	0.8	0.0	13	0.4	-0.9	0
12	CCN(CC)S(=O)(=O)c1cc(NC(=S)NC(=O)C2CCCC2)ccc1C	4	-0.6	-1.2	0	-6	1.2	-2.8	-1	-2.1	-1.2	-2
13	COC(=O)CNC(=O)c1ccccc1[N+](=O)[O-]	8	-1.2	0.0	-3	9	1.0	0.4	4	-0.8	-1.5	2
14	COc1ccc(CCN2CC(C(=O)Nc3cc(S(C)(=O)=O)ccc3Cl)CC2=O)cc1OC (centres undefined)	10	0.2	-0.1	8	-11	1.1	0.4	-2	0.3	-1.3	-3
15	CN(C)/C=C1\C(=O)N(c2ccc(F)cc2F)C(c2cccnc2)S1(=O)=O (centres undefined)	3	-0.5	-0.7	0	8	2.2	0.3	-1	2.2	-0.8	2
16	Cc1ccccc1N(CC(=O)Nc1ccccc1C(=O)NCc1ccco1)S(=O)(=O)c1ccccc1	-20	-3.1	-0.5	-1	-1	-1.1	-1.8	-10	-0.5	-1.9	-3
17	O=C(OCc1nnc(-c2ccccc2)o1)c1cc(Cl)ccc1[N+](=O)[O-]	-3	2.7	-0.2	-1	0	2.6	0.0	0	3.0	-1.2	-1
18	CCC(C)(C)NC(=O)C(c1ccc(OC)cc1)N(C(=O)CCC(=O)Nc1cc(C)on1)c1cccc(OC)c1 (centres undefined)	-6	1.0	-2.1	-12	8	0.1	-0.1	-25	0.1	-1.1	0
19	O=C(COC(=O)C1CC2CCCC(C1)C2=O)NC(=O)c1ccc(OC(F)F)cc1 (centres undefined)	2	1.2	0.3	6	-8	-0.2	0.2	-2	-0.8	-0.9	-1
20	Cc1cccc(C)c1C(=O)N[C@@H](Cc1ccccc1)C(=O)O	6	2.5	-0.9	7	2	-0.6	0.6	3	0.2	-0.5	2
21	O=C(Cc1ccc(F)cc1)NCCc1ccccc1	2	2.1	0.0	0	6	0.2	-0.2	2	0.6	-1.4	1
22	CC(C)Nc1nc(SCC(N)=O)nc(N2CCOCC2)n1	4	-1.3	-0.1	3	-1	1.0	-0.2	0	1.0	-1.1	2
23	O=C(COc1ccccc1)OCc1cc2ccccc2[nH]c1=O	-3	0.8	1.1	-8	-2	1.1	0.5	2	3.3	-0.5	-2
24	O=C(CN1CCN(c2ccccc2)CC1)c1ccc2cc[nH]c2c1	-3	-0.5	4.4	0	-145	0.9	-0.7	3	-1.0	-0.4	-5
25	CC1(C(=O)NS(=O)(=O)C2CC2)CCCN(C(=O)Cc2ccc(F)cc2)C1 (centres undefined)	9	2.2	-0.8	3	-3	0.0	-0.5	3	nt	-0.7	0
26	CC(OC(=O)Cc1c(F)cccc1Cl)C(=O)NC1CCCCC1C (centres undefined)	2	-0.5	-0.9	6	-8	-0.3	0.8	-2	0.5	-1.0	4
27	Cc1occc1C(=O)Nc1ccc(S(N)(=O)=O)cc1	1	-1.2	-0.7	0	2	1.1	0.9	-1	5.6*	-1.7	-1
28	COc1ccc(-c2csc(NC(=O)c3ccc(S(=O)(=O)N4CCc5ccccc5C4)cc3)n2)c(OC)c1	2	-2.8	-2.6	-2	-5	1.0	-1.2	0	-4.1	-2.1	-7
29	Cc1cc(NS(=O)(=O)c2ccc(NC(=O)CSc3nnc(-c4ccc(Cl)cc4)n3Cc3ccco3)cc2)nc(C)n1	-40	-2.6	-2.6	-3	2	nt	0.2	1	nt	-0.9	9.5*
30	O=C(Nc1scc(-c2ccc(Br)cc2)c1C(=O)O)c1ccccc1F	-8	-3.1	0.3	0	-2	-1.2	0.1	2	0.7	-1.1	2

2 of the compounds above, with two lines to a compound:
Each structure is followed by: HGIII-sPLA2 inh, hgDAF12 agonist, hcDAF12 agonist, NPR2 activator, ADAM10 inh, FXN GAA850 act, DAX1 inh-1, NPR1 activator, DAX1 inh-2, ssDAF12 agonist, SMARCA2 activ
#24 O=C(CN1CCN(c2ccccc2)CC1)c1ccc2cc[nH]c2c1
    -3, -0.5, 4.4, 0, -145, 0.9, -0.7, 3, -1.0, -0.4, -5
#25 CC1(C(=O)NS(=O)(=O)C2CC2)CCCN(C(=O)Cc2ccc(F)cc2)C1 (centres undefined)
    9, 2.2, -0.8, 3, -3, 0.0, -0.5, 3, nt, -0.7, 0

(further entries)
item	canonical_smiles	HGIII-sPLA2 inh	hgDAF12 agonist	hcDAF12 agonist	NPR2 activator	ADAM10 inh	FXN GAA850 act	DAX1 inh-1	NPR1 activator	DAX1 inh-2	ssDAF12 agonist	SMARCA2 activ
31	CC1(C)C(=O)NC(=O)N1Cc1ccccc1	4	0.0	0.5	6	0	0.2	0.3	-1	0.3	-1.2	2
32	CN(C)c1ccc(/C=N/N(CCC#N)C2=NS(=O)(=O)c3ccccc32)cc1	0	0.3	-1.5	-1	2	2.9	-0.3	-1	1.4	-1.2	-2
33	CCOC(=O)c1c(OCCO)nn(-c2ccccc2)c1N	-4	-1.0	-1.6	2	-3	1.1	0.2	0	-0.9	-1.1	1
34	COCC1CCN(C(=O)c2ccc3oc(CCc4ccccc4)nc3c2)C1 (centres undefined)	-5	2.7	4.4	5	-20	2.7	0.6	-2	1.8	-0.3	1
35	O=C(NCc1ccccn1)c1cccc(S(=O)(=O)NCc2ccccc2)c1	9	-2.5	-2.5	9	-4	1.2	1.3	-2	-0.8	-1.3	0
36	CN1C=CC=C/C1=C1\SC(=S)N(CC(=O)O)C1=O	4	-2.6	1.3	-5	2	0.3	-0.3	2	0.7	-1.1	0
37	CC(C)(CCl)C(=O)Nc1ccnc(-c2ccncc2)n1	-1	4.3	-1.6	-10	-11	-0.7	-0.7	2	0.1	-1.6	1
38	NC(=O)CSc1cn(Cc2cccc(F)c2)c2ccccc12	0	-2.3	-1.1	-3	-7	0.3	0.1	-7	-1.4	-0.8	-5
39	COc1ccc(/C=C(\C#N)c2nc3ccccc3[nH]2)cc1O	-13	8.7	2.4	0	-6	5.3	1.9	0	4.1	0.2	7
40	CNc1nc(NN)nc(Nc2ccccc2)n1	-5	0.3	-1.8	2	-2	4.7	0.1	4	-2.5	-1.2	0
41	Cc1[nH]c2ccccc2c1C(=O)CSc1nnc(C2CC2)o1	8	2.1	-0.5	-3	-4	3.0	-0.2	1	-0.4	-0.5	-3
42	O=C(NC1CCSC1=O)c1cccc(C(=O)NC2CCSC2=O)c1 (centres undefined)	4	-0.1	1.4	7	2	-2.0	0.1	0	0.3	-0.6	1
43	COP(=O)(OC)C(Nc1ccc(C)cc1)c1ccc([N+](=O)[O-])cc1 (centres undefined)	0	4.2	2.1	-2	-3	1.2	1.3	-4	-1.6	-0.7	3
44	CCN(CC)CCNCc1ccc(OCc2ccc(Cl)nc2)c(OC)c1	2	3.3	0.2	2	-6	1.4	0.3	4	0.0	-1.4	0
45	Cc1ccc(C(=O)n2ncn(C)c2=S)cc1	-2	-3.3	0.4	5	0	0.2	-0.2	4	0.8	-1.4	-1
46	COc1ccc(CN2C3CCCC2CC(NC(=O)c2cccc(F)c2)C3)cc1 (centres undefined)	0	-0.9	-2.1	-7	6	0.1	0.1	-10	-0.5	-1.3	1
47	O=C(OCC(=O)N1CCCC1=O)c1nc(Cl)ccc1Cl	4	-1.8	-1.0	-1	-1	0.5	1.5	1	-0.4	-1.5	-1

Some of these compounds in order of SMILES length, rising.
item	canonical_smiles	HGIII-sPLA2 inh	hgDAF12 agonist	hcDAF12 agonist	NPR2 activator	ADAM10 inh	FXN GAA850 act	DAX1 inh-1	NPR1 activator	DAX1 inh-2	ssDAF12 agonist	SMARCA2 activ
31	CC1(C)C(=O)NC(=O)N1Cc1ccccc1	4	0.0	0.5	6	0	0.2	0.3	-1	0.3	-1.2	2
47	O=C(OCC(=O)N1CCCC1=O)c1nc(Cl)ccc1Cl	4	-1.8	-1.0	-1	-1	0.5	1.5	1	-0.4	-1.5	-1
43	COP(=O)(OC)C(Nc1ccc(C)cc1)c1ccc([N+](=O)[O-])cc1 (centres undefined)	0	4.2	2.1	-2	-3	1.2	1.3	-4	-1.6	-0.7	3
